# HP1b chromo inh = inhibitors of HP1-beta chromodomain binding to methylated histone tails. actives 0.56% (n = 390,000). AlphaScreen HP1-beta / biotin-H3K9me3 peptide binding. Potency, µM (titrated, usually from 114 µM), for inactives: at the top dose activity change, negative = inhibition, hits mostly inhibitors. AID 540317; further: nearly all actives have a fitted effect of over 70% in size; inactives centre near 23
# Target sequence (P83916 whole entry, looked up): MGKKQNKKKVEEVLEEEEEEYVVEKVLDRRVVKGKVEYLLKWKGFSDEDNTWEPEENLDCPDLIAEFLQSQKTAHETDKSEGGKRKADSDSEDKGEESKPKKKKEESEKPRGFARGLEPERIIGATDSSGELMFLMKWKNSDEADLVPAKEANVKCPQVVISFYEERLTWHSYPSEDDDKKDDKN
#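 Compound inhibition of the preformed complex between 50 nM HP1-beta and 50 nM biotinylated H3K9me3 peptide was read by AlphaScreen. Buffer was PBS pH 7.4 with 0.01% Tween-20. Incubations ran 30 min at room temperature, with 10 ug/mL donor/acceptor beads.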
# JMJD2A Tudor = blocks the human JMJD2A Tudor domain; O75164; AlphaScreen JMJD2A-Tudor / H3K4me3 peptide binding; Potency, µM (series often up to 114 µM), for the others: at the highest dose activity change, negative = inhibition, actives largely listed as inhibitors; actives 4.4% (n = 390,000); AID 504339; further: on the % scale 0 is the no-effect control and ±100 the full control effect; nearly all actives have a fitted effect of over 50% in size
# PGK inhibitor = blocks T. brucei phosphoglycerate kinase; P07378; PGK/GAPDH coupled, Kinase-Glo luminescence, 60 min; Potency, µM (highest dose often 57.5 µM), inactives show at the top dose activity change, negative = inhibition, usual class: inhibitors; actives 0.043% (n = 380,000); AID 602233; further: on the % scale 0 is the no-effect control and ±100 the full control effect; nearly all actives have a fitted effect of over 60% in size
# Target sequence (P07378 whole entry, looked up): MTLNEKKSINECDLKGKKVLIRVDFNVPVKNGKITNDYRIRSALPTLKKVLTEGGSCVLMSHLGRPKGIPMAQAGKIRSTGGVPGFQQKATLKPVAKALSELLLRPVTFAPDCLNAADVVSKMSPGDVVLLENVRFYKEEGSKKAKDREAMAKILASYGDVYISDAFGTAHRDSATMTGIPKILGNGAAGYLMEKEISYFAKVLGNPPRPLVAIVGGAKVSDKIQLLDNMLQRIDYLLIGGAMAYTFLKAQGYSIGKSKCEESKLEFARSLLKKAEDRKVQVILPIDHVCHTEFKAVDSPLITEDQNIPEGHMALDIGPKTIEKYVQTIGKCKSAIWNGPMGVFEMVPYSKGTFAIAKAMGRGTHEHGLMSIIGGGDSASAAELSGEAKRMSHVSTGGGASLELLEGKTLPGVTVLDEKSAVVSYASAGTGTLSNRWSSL
#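 Luminescent ATP detection (Kinase-Glo Plus) follows a 60-minute room-temperature incubation, with wells lacking PGK as controls. Buffer: 100 mM TEA (pH 7.6), 5 mM MgCl2, 0.01% Tween-20. Coupling enzyme GAPDH (100 nM final) supplies unstable 1,3-BPG in-well.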
# G9a block = inhibitors of human histone lysine methyltransferase G9a; Q96KQ7; AID 504332; G9a H3K9 monomethylation, AlphaScreen, 2 h; Potency, µM (titrated, usually from 102 µM), inactives show top-dose activity, negative = inhibition, actives largely listed as inhibitors; actives 8.8% (n = 350,000); further: on the % scale 0 is the no-effect control and ±100 the full control effect; nearly all actives have a fitted effect of over 75% in size
# Target sequence (Q96KQ7 913-1193 limits assumed): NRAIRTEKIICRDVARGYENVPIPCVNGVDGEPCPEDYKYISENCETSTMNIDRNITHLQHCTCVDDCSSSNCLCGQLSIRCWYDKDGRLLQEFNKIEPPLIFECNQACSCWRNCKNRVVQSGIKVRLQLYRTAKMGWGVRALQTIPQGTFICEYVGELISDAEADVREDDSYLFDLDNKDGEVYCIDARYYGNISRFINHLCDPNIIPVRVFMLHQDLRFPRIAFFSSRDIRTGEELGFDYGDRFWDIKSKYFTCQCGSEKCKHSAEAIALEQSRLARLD
#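 G9a (20 nM) preincubated 15 min RT with compounds, then 500 nM biotinylated H3K9 peptide and 20 uM SAM added; 2 h RT reaction. Monomethyl-H3K9 product detected by AlphaScreen with anti-H3K9me1 antibody, streptavidin donor and anti-rabbit IgG acceptor beads.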
# GLS inh = blocks human kidney-isoform glutaminase activity; Potency, µM (highest dose often 45.5 µM), for inactives: at the highest dose activity change, negative = inhibition, usual class: inhibitors; actives 0.21% (n = 410,000); GLS enzymatic activity, qHTS titration; O94925; further: on the % scale 0 is the no-effect control and ±100 the full control effect
#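 Read-out is an Amplex red fluorescence increase coupled through glutamate oxidase and HRP, measured before and after 30 min room-temperature incubation. hKGA is in 45 mM KH2PO4 (pH 8.2) with 0.02% Tween-20; glutamine added as 1mM solution.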
# Pin1 inh = human Pin1 inhibition | Q13526 | Potency, µM (doses to about 115 µM), for the others: at the highest dose activity, negative = inhibition, most hits filed as inhibitors | Pin1 FP peptide displacement, HiFluor488, 10 min | AID 504891 | actives 0.009% (n = 390,000); active means well fitted inhibition curve with a large enough effect in the polarisation, with a control signal flat, not every such curve was filed as active; inconclusive means small, poorly fitted or top-dose-only effect, or effect the other way, or a change in a side signal; inactive means no such curve, though single readings can be large or run the other way; the % refers to the polarisation; further: on the % scale 0 is the no-effect control and ±100 the full control effect
# Target sequence (Q13526 whole entry, looked up): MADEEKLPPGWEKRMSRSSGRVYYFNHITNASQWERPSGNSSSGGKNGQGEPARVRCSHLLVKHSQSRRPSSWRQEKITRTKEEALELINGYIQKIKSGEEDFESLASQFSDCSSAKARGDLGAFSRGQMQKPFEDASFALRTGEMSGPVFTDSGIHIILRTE
# BAZ2B block = blocks human BAZ2B | actives 4.4% (n = 360,000) | AlphaScreen BAZ2B-H3K14Ac peptide displacement | Q9UIF8 | Potency, µM (highest dose often 114 µM), for inactives: at the highest dose activity change, negative = inhibition, usual class: inhibitors; further: on the % scale 0 is the no-effect control and ±100 the full control effect; nearly all actives have a fitted effect of over 60% in size
#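 Protein-peptide AlphaScreen: BAZ2B 50 nM, b-H3K14Ac 50 nM, 1x PBS pH 7.4 + 0.01% Tween-20. Preincubation 30 min RT; cpd 30 min RT (top 110 uM); beads 20 min RT, light-protected.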
# Pol iota inh = blocks human DNA polymerase iota activity. Potency, µM (doses to about 115 µM), without a hit: at the top dose activity, negative = inhibition, usual class: inhibitors. Q9UNA4. actives 1% (n = 390,000). Pol iota fluorescent replication assay, 10 min
#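 Pol iota at 10 nM preincubated 15 min with compounds at room temperature; reaction started with fluorescent substrate, 50 nM final. Fluorescence read kinetically at 0 and 10 min; buffer-only wells as negative control.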
# BLM inh = inhibitors of human Bloom syndrome helicase BLM; P54132; recombinant BLM DNA unwinding, fluorescence dequenching; Potency, µM (top dose mostly 56.1 µM), for the others: at the top dose activity change, negative = inhibition, usual class: inhibitors; actives 0.2% (n = 350,000);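 further: plate controls were vehicle for no effect and no enzyme for full effect; nearly all actives have a fitted effect of over 35% in size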
# Numbers without * were called inactive; i = inactive; ? = inconclusive; . = no result given; [ ] = dose if it differs, or a comment. Unless noted, the call rests on the fitted dose curve; in most records, active means well fitted curve in the direction sought with a large enough effect; inconclusive means small, poorly fitted or top-dose-only effect, or another doubt; inactive means no such curve, though single readings can be large; an effect the other way counts as inactive or inconclusive. Potency means the concentration at half of the fitted maximal effect. An excerpt (hit frequency here may not be typical).
HP1b chromo inh	JMJD2A Tudor	PGK inhibitor	G9a block	GLS inh	SMILES	Pin1 inh	BAZ2B block	Pol iota inh	BLM inh
18.6%	-21.1%	7.4%	.	-1.8%	COc1ccc2[nH]c(=O)c(CN(Cc3ccccc3)C(=S)NCC3CCCO3)cc2c1 (stereo unspecified)	?	-6.5%	6.7%	-6.5%
-11.2%	-6.9%	-3.4%	20.5%[2.33 µM]	10.7%	CCOC(=O)C1=C(COC(=O)CCOc2ccccc2C)NC(=O)NC1C (stereo unspecified)	-1.5%	7.5%	-16.3%	.
33.1%	-1.5%	4.7%	15.6%	-17.1%	Cc1cc(N2CCCC(C(=O)Nc3cccc(Cl)c3)C2)n2ncnc2n1 (stereo unspecified)	-7.4%	-1.5%	147.0%[activator]	-2.2%
6.2%[57 µM]	-2.8%	7.4%	.	2.9%	COCCn1c(C)cc(C(=O)COC(=O)c2ccc(S(=O)(=O)N(C)C)cc2)c1C	1.2%	.	29.3%	.
30.9%	-18.1%	.	-12.6%[59 µM]	5.5%	Cc1ccc(Cn2ccn(Cc3ccc(C)cc3)c(=O)c2=O)cc1	0.2%	-25.5%	-7.3%	-2.1%
4.8%	-15.5%	7.8%	-17.9%	-3.0%	C=CCn1c(C)cc(C(=O)COC(=O)/C=C/c2cccc(OC)c2)c1C	-0.1%	-26.5%	-13.2%	-9.8%
6.6%	-22.2%	-6.4%	-9.9%	-6.2%	CSc1ccccc1OCc1cc(C(=O)N(C)Cc2c(C)n[nH]c2C)no1	-0.2%	-30.0%	28.9%	-5.4%
81.1%[activator]	33.0%	.	?	15.1%	Cc1ccc(OCCn2nnc3sc4c(c3c2=O)CCC(C)C4)cc1 (stereo unspecified)	25.8%	20.9%	11.3%	0.6%
34.0%	-3.0%	-1.9%	2.2%	0.9%	Cc1nc(C)n(CC(=O)N2CCCC(C(=O)c3ccc(C(F)(F)F)cc3)C2)n1 (stereo unspecified)	-1.4%	-1.3%	96.7%[activator]	-2.0%
58.0%[activator]	-17.4%	.	3.8%[12.7 µM]	-3.4%	O=C1CCCc2c1nc(-c1cccc(Cl)c1)n2O	-0.2%	-38.9%	18.0%	-1.6%
68.9%[activator]	20.1%	3.6%	-45.6%[2.33 µM]	-1.6%	CCOC(=O)c1nn(-c2cccc(C)c2)cc1C(=O)c1ccccc1	?	9.6%	18.0%	-8.7%
17.4%	-7.3%	-9.8%	-8.8%	24.7%	CCN(Cc1cc(OC)c(OC)c(OC)c1)C(=S)Nc1cccc(SC)c1	-3.4%	-24.0%	126.8%[activator]	-6.8%

# Additional structures:
HP1b chromo inh	JMJD2A Tudor	PGK inhibitor	G9a block	GLS inh	SMILES	Pin1 inh	BAZ2B block	Pol iota inh	BLM inh
78.3%[activator]	19.2%	-1.0%	-3.4%[59 µM]	-14.1%	CCOC(=O)C(NC(=O)c1cccc(Cl)c1)(OCc1ccccc1)C(F)(F)F (stereo unspecified)	0.7%	16.0%	89.4%[activator]	-11.5%
17.2%	-19.8%	-5.5%	19.8%[59 µM]	-0.9%	COc1cc(OC)cc(C(=O)NC2CCSC2=O)c1 (stereo unspecified)	-0.4%	.	12.0%	-2.6%
40.4%[activator]	6.7%	-7.2%	7.3%[59 µM]	4.7%	CCCCOCCCNC(=O)c1cccc(OC)c1	2.1%	-6.4%	0.6%	-2.1%
53.6%[activator]	-22.3%	-8.8%	13.4%[59 µM]	2.7%	Cc1ccccc1NC(=O)Cn1nnc(C(=O)NCCc2ccccc2)c1N	28.1%	.	-11.1%	-19.7%
15.0%	-6.1%	-4.7%	11.9%	10.5%	COc1ccc(S(=O)(=O)Nc2ccc3c(c2)n(C)c(=O)n3C)cc1F	-0.9%	?	22.9%	-0.4%
34.4%[activator]	-20.0%	-7.5%	6.5%	-2.5%	COC(=O)c1cc(S(=O)(=O)NCc2ccc3c(c2)OCO3)c[nH]1	-6.3%	8.1%	-23.5%	1.6%
29.0%	-1.4%	1.1%	-45.0%	5.4%	Cc1ccc(NC(=O)CS(=O)(=O)c2cn(CC(=O)N3CCOCC3)c3ccccc23)cc1	0.5%	.	6.7%	4.5%
56.8%[activator]	16.0%	i	?	11.7%	O=C(NCCc1c[nH]c2ccccc12)C(=O)c1c[nH]c2ccccc12	-6.0%	?	-11.4%	-3.4%
18.6%	-14.0%	-7.7%	?	-3.9%	CCN(CC)C(=O)c1ccc(S(=O)(=O)N2CCC(c3nc4ccccc4s3)CC2)cc1	2.2%	8.9%	14.8%	-0.3%
36.6%[activator]	-8.6%	i	-24.6%	10.7%	CN(CCOc1ccc(Cl)cc1)C(=O)c1ccc(S(=O)(=O)N2CCOCC2)cc1	-1.8%	-6.9%	65.9%[activator]	0.7%
24.3%	-16.0%	i	12.2%	-6.6%	CSc1ncc(C(=O)Nc2ccc(C(C)=O)cc2)c(C)n1	21.6%	?	-16.0%	-4.4%
20.2%	-17.9%	i	-14.6%	-8.6%	Cc1ccccc1NC(=O)C1CCN(S(=O)(=O)c2cccs2)CC1	-12.0%	-12.2%	29.2%	-3.3%

# Only Pin1 inh, for 2 of the compounds above:
SMILES	Pin1 inh
COc1ccc(S(=O)(=O)Nc2ccc3c(c2)n(C)c(=O)n3C)cc1F	-0.9%
COC(=O)c1cc(S(=O)(=O)NCc2ccc3c(c2)OCO3)c[nH]1	-6.3%

# Next entries
HP1b chromo inh	JMJD2A Tudor	PGK inhibitor	G9a block	GLS inh	SMILES	Pin1 inh	BAZ2B block	Pol iota inh	BLM inh
50.2%[activator]	13.1%	i	-7.6%	-1.2%	CCOC(=O)Cn1nc(NC(=O)COc2ccc(F)cc2)cc1C	-4.7%	-6.8%	21.5%	2.1%
2.9%	1.0%	6.8%	-25.2%	5.2%	O=C/C(=C\Nc1ccc(C(=O)N2CCOCC2)cc1)c1nc2ccccc2o1	4.7%	.	119.4%[activator]	-0.8%
33.5%	-8.3%	3.3%	-7.1%	6.9%	Cc1c(C(=O)N(C)C)sc(NC(=O)c2cccc([N+](=O)[O-])c2)c1C#N	-2.3%	1.5%	23.2%	-3.9%
32.3%	-8.6%	-5.0%	-12.5%[59 µM]	-5.8%	CC1(C(=O)N2CC3(CC(c4ccccc4)=NO3)C[C@H]2C(=O)NCC(N)=O)CC1 (stereo partly specified)	-3.2%	-5.5%	14.0%	-1.5%
42.0%[activator]	-3.8%	i	-33.1%[59 µM]	-6.1%	CCOC(=O)c1nc(Nc2ccc(C)cc2)c2ccccc2n1	-6.1%	1.2%	-12.4%	-3.0%
47.1%[activator]	-0.7%	-8.9%	1.4%	-0.1%	CC(=O)Nc1cccc(NC(=O)c2ccc(Br)cc2)c1	0.5%	6.2%	36.6%[activator]	-7.7%
17.8%	-18.6%	-5.7%	-7.7%[59 µM]	-11.8%	CC(Oc1ccc(NC(=O)c2ccco2)cc1)C(=O)N1c2ccccc2CC1C (stereo unspecified)	?	-24.0%	14.4%	-4.0%
3.8%	-20.3%[11.4 µM]	-0.4%	-10.6%	?	CC(C)(C)c1ccc(-n2nc(C(N)=O)c(O)cc2=O)cc1	7.2%	-38.9%	120.8%[activator]	0.5%
-6.3%	-26.3%	-1.0%	3.8%[59 µM]	4.4%	Cn1ncc2c(N3CCN(c4ccc(F)cc4)CC3)ncnc21	-0.1%	79.4µM*	-4.0%	-1.1%
-10.5%	-25.2%[57.1 µM]	i	-31.4%[59 µM]	6.5%	CCOc1cc(-c2c(C#N)c(N)nc3c2CCCC3C)ccc1O (stereo unspecified)	14.2%	?	1.0%	-7.1%
30.8%	-7.7%	-1.4%	?	-5.1%	COc1cc(C2NC(=O)NC(c3ccccc3)=C2C(C)=O)ccc1OCC#N (stereo unspecified)	6.5%	10.4%	-9.9%	-1.3%
-34.0%	?	-11.1%	?	?	CCN1C(=O)/C(=c2\o/c(=C3\C=Cc4ccccc4N3CC)c(=O)n2CC)SC1=S	1.6%	.	30.3%[activator]	-1.2%

# The results go on:
HP1b chromo inh	JMJD2A Tudor	PGK inhibitor	G9a block	GLS inh	SMILES	Pin1 inh	BAZ2B block	Pol iota inh	BLM inh
4.9%	-13.6%	-4.8%	31.2%[59 µM]	7.8%	COc1ccc(/C=C/C(=O)Nc2cc(=O)n(C)c(=O)n2C)cc1	-2.3%	-4.8%	8.8%	-0.9%
18.1%	-9.7%	-2.3%	-0.7%	0.3%	CS(=O)(=O)c1ccc(-c2cccc(NC(=O)COc3ccccc3)c2)nn1	1.5%	-19.9%	-9.8%	-0.1%
4.3%	-13.2%	-1.9%	-1.7%	-6.1%	COc1cc(NC(=O)C2C3C=CC(C3)C2C(=O)O)ccc1NC(=O)c1ccccc1 (stereo unspecified)	-10.1%	-0.6%	7.8%	1.5%
35.1%	3.6%	-7.3%	7.3%	-1.6%	O=C(NCc1ccccc1F)C1CCCN(c2cnccn2)C1 (stereo unspecified)	-1.7%	-24.9%	-12.6%	-3.7%
20.0%	?	-2.9%	11.8%	-5.8%	COc1cccc(-c2nc(C(N)=O)c3[nH]c(=O)n(-c4cccc(Cl)c4)c3n2)c1OC	-3.4%	-1.2%	27.1%	-7.3%
29.9%	-2.4%	-7.9%	-0.7%	0.5%	O=C(NCCc1ccccc1)C1CCCN1S(=O)(=O)c1cccc2nsnc12 (stereo unspecified)	1.6%	-4.9%	7.5%	1.1%
22.4%	-19.3%	-5.1%	?	-0.6%	CC1CC(C)CN(C(=O)c2cccc3c2-c2ccccc2C3=O)C1 (stereo unspecified)	5.9%	-21.7%	11.7%	-5.0%

# Complete entries as entered above. Values in the order: HP1b chromo inh	JMJD2A Tudor	PGK inhibitor	G9a block	GLS inh	Pin1 inh	BAZ2B block	Pol iota inh	BLM inh
# O=C(NCc1ccccc1F)C1CCCN(c2cnccn2)C1 (stereo unspecified) across the screens: 35.1%	3.6%	-7.3%	7.3%	-1.6%	-1.7%	-24.9%	-12.6%	-3.7%
# O=C(NCCc1ccccc1)C1CCCN1S(=O)(=O)c1cccc2nsnc12 (stereo unspecified) across the screens: 29.9%	-2.4%	-7.9%	-0.7%	0.5%	1.6%	-4.9%	7.5%	1.1%

# Source: PubChem BioAssay (National Center for Advancing Translational Sciences (NCATS))
